Bioassay records (PubChem)
ADAM17 inh – inhibits human ADAM17; AID 720648; 370,000 tested, 0.83% active; recombinant ADAM17, EDANS/DABCYL FRET peptide cleavage; P78536; inhibition, % at 6.95 µM;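 active = inhibition above the mean of compounds lying between control limits plus 3 SD, set per campaign, cut at about 8.5% in these data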;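 also: 0% = DMSO-only wells as the low control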
Tn7 DDE FP – disrupts Tn7 cyclic peptide binding to fibrin D-Dimer-E complex | P02675 | FP displacement of FITC-Tn7 peptide from fibrin DD(E); 0% = median of compound wells per plate | inhibition, % at 8.3 µM | 370,000 tested, 0.13% active | AID 720508;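 active = inhibition above the mean of compounds falling within the control limits plus 3 SD of them, cut at about 14% in these data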;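 also: 0% = plate median of compound wells and 100% = 10 µM Aha-Tn7 peptide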
Target sequence (P02675 whole entry, looked up): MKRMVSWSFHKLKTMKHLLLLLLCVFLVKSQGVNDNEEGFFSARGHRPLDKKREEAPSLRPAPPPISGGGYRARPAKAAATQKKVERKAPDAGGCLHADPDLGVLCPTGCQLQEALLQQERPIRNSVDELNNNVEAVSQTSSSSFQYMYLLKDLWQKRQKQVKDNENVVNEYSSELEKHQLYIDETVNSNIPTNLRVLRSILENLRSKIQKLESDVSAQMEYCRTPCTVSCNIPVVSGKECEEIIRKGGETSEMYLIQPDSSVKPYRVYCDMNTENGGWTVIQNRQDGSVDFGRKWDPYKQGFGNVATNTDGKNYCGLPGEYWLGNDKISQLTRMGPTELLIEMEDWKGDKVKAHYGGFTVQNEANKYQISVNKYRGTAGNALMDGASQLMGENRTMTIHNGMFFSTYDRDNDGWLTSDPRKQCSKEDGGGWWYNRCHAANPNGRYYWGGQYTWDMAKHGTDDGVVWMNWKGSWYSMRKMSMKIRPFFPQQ
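System: human fibrin DD(E); quantity: Fibrin-DD(E) at 2 µM final; also added: fluorescent Tn7 probe at 0.1 µM; compound dosing: single nominal test concentration of 8.3 µM per compound; schedule: 10 min preincubation, 3 h with tracer, room temperature; detection: fluorescence polarization of the labelled Tn7 tracer; repeats: one replicate per compound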
proKLK7 act – proKLK7 (human) activation, primary screen; P49862; purified proKLK7, EDANS-DABCYL substrate fluorescence; 100% is mature enzyme control, 0% vehicle; activation, % at 7 µM; 370,000 tested, 0.9% active;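 active = activation above the mean of all tested compounds plus 3 SD, computed per campaign excluding outliers beyond control limits, cut at about 13% in these data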
UHRF1 binding – human UHRF1 methylated DNA binding inhibitors. UHRF1 binding to methylated oligo, TR-FRET. inhibition, % at 4.4 µM. 370,000 tested, 0.75% active. AID 687016; in the data active = inhibition above about 21%;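 also: UHRF1 SRA domain binding a hemimethylated CpG hairpin DNA probe; 0% = median of test compound wells and 100% = reference inhibitor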
PLCg1 inh – blocks human PLC-gamma1 enzyme activity. AID 720700. 370,000 tested, 0.84% active. purified PLC-gamma1, fluorogenic substrate, fluorescence. P19174. inhibition, % at 12.2 µM; in the data active = inhibition above about 9.5%
MBD2 inh – MBD2-methylated oligo binding inhibition; TR-FRET, MBD2 binding to methylated oligonucleotide; inhibition, % at 4.4 µM; 370,000 tested, 0.31% active; AID 686964; in the data active = inhibition above about 13%
Tn6 DDE FP – DD(E)-Tn6 binding inhibition, primary FP screen; P02675; Fibrin DD(E) TRITC-Tn6 fluorescence polarization displacement; inhibition, % at 8.3 µM; 370,000 tested, 0.21% active;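 active = inhibition above a per-campaign cutoff: mean of compounds within control limits plus 3 SD, cut at about 15% in these data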;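 also: 0% = median of all compound wells on the plate and 100% = blocking peptide control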
ARFGAP1 inhibitor – inhibits rat ARF GTPase activating protein 1; Q62848; 360,000 tested, 0.26% active; AID 651572; inhibition, % at 16.5 µM; Arfgap1-stimulated ARF1 GTP hydrolysis, GDP FP detection;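 active = inhibition above a per-plate limit, mean inhibition of low control wells plus 3 SD, cut at about 25% in these data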;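 also: 0% = DMSO wells with enzyme and 100% = wells lacking Arfgap1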
Target sequence (Q62848 1-136 limits assumed): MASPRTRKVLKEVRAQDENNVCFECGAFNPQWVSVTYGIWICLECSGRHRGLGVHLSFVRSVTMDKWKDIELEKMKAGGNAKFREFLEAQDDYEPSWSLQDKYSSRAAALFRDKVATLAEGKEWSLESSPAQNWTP
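Assay system: purified rat His6-Arfgap1 residues 1-136 (GAP domain); Reagent: human Δ17 ARF1 bound to GTP; Dosing: 16.5 µM single point, 1.26% DMSO; Times: GTP hydrolysis reaction 2 h at 25 °C; Signal: FP, GDP Alexa 633 tracer displaced from anti-GDP antibody, 620/688 nm; Measure: % inhibition from polarization.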
ASAP1 inh – ASAP1 ArfGAP inhibition; Q9ULH1; ASAP1-stimulated ARF1 GTP hydrolysis, GDP FP detection; inhibition, % at 16.5 µM; 360,000 tested, 0.19% active; in the data active = inhibition above about 25%;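 also: 0% = vehicle with enzyme and substrate and 100% = no enzyme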
Target sequence (Q9ULH1 325-724 limits assumed): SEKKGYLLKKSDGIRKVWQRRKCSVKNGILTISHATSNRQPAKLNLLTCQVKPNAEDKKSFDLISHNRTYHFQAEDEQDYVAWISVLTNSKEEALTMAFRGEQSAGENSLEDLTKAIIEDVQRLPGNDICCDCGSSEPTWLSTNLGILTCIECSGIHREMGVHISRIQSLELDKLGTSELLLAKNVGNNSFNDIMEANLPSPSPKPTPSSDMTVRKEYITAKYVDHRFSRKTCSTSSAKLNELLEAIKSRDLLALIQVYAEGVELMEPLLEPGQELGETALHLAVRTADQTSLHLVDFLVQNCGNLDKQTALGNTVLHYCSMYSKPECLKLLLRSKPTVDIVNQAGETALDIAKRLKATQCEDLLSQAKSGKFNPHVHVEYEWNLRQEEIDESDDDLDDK
PLC-beta3 inh – blocks human PLC-beta3 enzyme activity; Q01970; Purified PLC-beta3, fluorogenic substrate, fluorescence; inhibition, % at 12.2 µM; 370,000 tested, 0.18% active; AID 720704; in the data active = inhibition above about 11%;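 also: 0% = median of compound wells on plate and 100% = full blocker control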
* = called active by the depositor; i = inactive; . = not tested or not shown. Compounds were not picked by outcome; 4.1% or so of the library scored in one or more.

SMILES	ADAM17 inh	Tn7 DDE FP	proKLK7 act	UHRF1 binding	PLCg1 inh	MBD2 inh	Tn6 DDE FP	ARFGAP1 inhibitor	ASAP1 inh	PLC-beta3 inh
CC(=O)c1ccc(-n2nncc2-c2ccc([N+](=O)[O-])cc2)cc1	-3	-3	0.4	-3	-1	2	0	-14	3	-8
COc1ccc(CC(N)c2csc(Nc3ncccn3)n2)cc1 (stereo unspecified)	0	8	0.3	0	-1	-4	11	-13	-13	3
O=C(NNC(=O)c1cc2ccccc2cc1O)c1cccs1	-5	3	-29	2	-65	0	-4	-7	4	-89
CCC(Oc1ccccc1)C(=O)Nc1ccc(S(=O)(=O)Nc2ncccn2)cc1 (stereo unspecified)	1	-1	0.2	-3	1	-4	3	3	-2	-5
Cc1nn(Cc2c(F)c(F)c(F)c(F)c2F)c(C)c1NC(=O)c1cccc(COc2ccc(Cl)cc2)c1	0	-3	0.2	9	0	3	3	3	6	2
C[C@@H]1CN([C@H](C)CO)S(=O)(=O)c2ccc(C#CC3CCCC3)cc2O[C@H]1CN(C)C(=O)Cc1ccccc1	4	-4	0.8	22*	-1	10	0	9	17	2
COc1ccc(Cn2c(NC(=O)c3ccccc3)nc(Cc3ccccc3)c2-c2ccccc2)c(OC)c1	3	-2	-12	-2	-14	2	-4	.	.	-23
O=C(CCN1C(=O)/C(=C/C=C/c2ccccc2)SC1=S)Nc1nccs1	-3	7	-0.2	2	-4	2	5	-1	-1	-5
COc1cc(CCC(N)c2cccc(O)c2)cc(OC)c1OC (stereo unspecified)	-6	-3	0.5	-1	0	3	-3	-7	1	1
O=C1C=C(O)c2cccc(O)c2C1=O	-2	3	-1.5	12	0	-9	-3	-4	0	-6
OCCCN1CCC2(CCC(c3ccccc3)CC2)C1 (stereo unspecified)	6	5	0.0	20	1	4	-2	.	.	1
O=C(Nc1nnc(CC(=O)N2CCOCC2)s1)c1cccs1	-3	7	-0.1	-3	0	-3	5	0	7	-3
O=C(Nc1ccccc1)OC1CCC2CC1CCC2OC(=O)Nc1ccccc1 (stereo unspecified)	12*	-2	-0.2	1	-1	-1	0	3	6	4
CS(=O)(=O)N1CCCCC1c1cc(C(=O)Nc2ccc3c(c2)OCO3)no1 (stereo unspecified)	-5	2	-0.1	-1	3	4	-7	-6	-16	3
CSc1ncccc1C(=O)OCC(=O)N(C)c1c(N)n(Cc2ccccc2)c(=O)[nH]c1=O	-1	-9	0.0	1	-1	2	-3	-16	1	1
COc1ccc(OC)c(NC(=O)CC2SC(=N)N(c3ccccc3)C2=O)c1 (stereo unspecified)	-5	5	0.1	1	1	-2	-6	12	-8	2
Cc1ccc(Cl)cc1NC(=O)Nc1cccs1	-4	-4	1.1	-3	-12	0	-2	-10	-6	-12
CCCn1c2c(c(O)c(C(=O)Nc3ncccc3C)c1=O)CCCC2	1	-1	0.2	0	-1	-1	10	9	-3	-7
CCOC(=O)C1=C(C)N=c2sc(=C(C)C)c(=O)n2C1c1ccc(N(C)C)cc1 (stereo unspecified)	-3	-1	0.1	0	-5	-5	2	5	6	-5
COc1ccc(C(F)(F)F)cc1N/C=C\c1nnnn1-c1ccc(C)cc1	-6	5	-0.6	3	-6	6	-4	-9	4	-8
CCC(C)NC(=O)c1c(N)n(/N=C/c2ccccn2)c2nc3ccccc3nc12 (stereo unspecified)	-5	-6	0.8	-2	-7	-1	5	9	16	-9
CCN1CCN(c2ncnc3sc4c(c23)CCC(C)C4)CC1 (stereo unspecified)	-4	-3	0.1	-2	-1	7	-9	14	15	-6
O=C(Nc1c[nH]c(=O)[nH]c1=O)c1ccc([N+](=O)[O-])cc1	-6	4	0.1	-2	1	-5	-2	-4	2	-3
Cc1ccc(S(=O)(=O)N2CCC(NC(=O)c3ccccc3)CC2)cc1	-6	12	0.1	0	0	0	-3	3	4	-8
Cc1cc(C)cc(OCC(=O)NNC(=O)CCC(=O)NCc2ccccc2)c1	-2	0	0.4	1	-1	2	1	3	5	-3
CC(C)c1ccc(/C=C2\Oc3c(ccc(O)c3CN3CCN(C)CC3)C2=O)cc1	-49	-2	38*	-6	i	-6	0	9	5	i
CC1CCN(C(=O)CCS(=O)(=O)c2cc3c(cc2Cl)NC(=O)CO3)CC1	0	5	-0.3	-1	1	-2	-7	6	2	4
CCOc1ccc(-c2cc(C(=O)NCc3ccc(C(F)(F)F)cc3)[nH]n2)c(C)c1	0	2	0.3	17	-4	2	2	1	-7	-2
COCCN1C(=O)c2ccccc2C(C(=O)NCCCN2CCCC2=O)C1c1c[nH]c2ccccc12 (stereo unspecified)	0	3	0.7	-2	0	-5	-6	2	16	2
CN(C(=O)c1cccc(NC(=O)Cc2ccc(NC(=O)C3CCN(C(=O)C4CCCCC4)CC3)cc2)c1)C1CC1	-3	-5	-0.4	-2	1	-2	-4	-4	-2	0

Part of the list above, with values under each structure:
Second line of a record: ADAM17 inh, Tn7 DDE FP, proKLK7 act, UHRF1 binding, PLCg1 inh, MBD2 inh, Tn6 DDE FP, ARFGAP1 inhibitor, ASAP1 inh, PLC-beta3 inh
O=C1C=C(O)c2cccc(O)c2C1=O
→ -2, 3, -1.5, 12, 0, -9, -3, -4, 0, -6
OCCCN1CCC2(CCC(c3ccccc3)CC2)C1 (stereo unspecified)
→ 6, 5, 0.0, 20, 1, 4, -2, ., ., 1
O=C(Nc1nnc(CC(=O)N2CCOCC2)s1)c1cccs1
→ -3, 7, -0.1, -3, 0, -3, 5, 0, 7, -3
O=C(Nc1ccccc1)OC1CCC2CC1CCC2OC(=O)Nc1ccccc1 (stereo unspecified)
→ 12*, -2, -0.2, 1, -1, -1, 0, 3, 6, 4

(list continues)
SMILES	ADAM17 inh	Tn7 DDE FP	proKLK7 act	UHRF1 binding	PLCg1 inh	MBD2 inh	Tn6 DDE FP	ARFGAP1 inhibitor	ASAP1 inh	PLC-beta3 inh
CCCc1c(C)[nH]c2ccc(C(=O)O)cc2c1=S	-15	-4	-0.1	77*	-2	25*	5	-1	3	-14
CCc1nnc(NS(=O)(=O)c2ccc(NC(=S)NC(=O)c3ccc(OC)c(OC)c3)cc2)s1	-2	1	0.0	-3	-2	1	7	-7	-3	-6
COc1ccc(CC(=O)OCC(=O)NCc2ccco2)cc1	-5	0	-0.3	2	-3	3	1	-3	-4	-3
COc1ccc2oc(C(=O)c3ccccc3)c(N)c2c1	-5	2	-1.4	-2	-62	-4	0	-5	1	-79
CC(C)C(NC(=O)C1CCCCC1)C(=O)NCc1ccccn1 (stereo unspecified)	-4	7	-0.3	2	1	3	6	0	-3	-2
Cc1ccc(CNC(=O)C23CN(Cc4ccccc4)CC2C(c2cccc([N+](=O)[O-])c2)=NO3)cc1 (stereo unspecified)	4	5	-0.6	-3	0	3	-3	1	4	-4
COc1cc(OC)cc(-c2c(Sc3ccccc3)c3cc(-c4ccc5c(c4)OCCO5)ccc3n2C)c1	-6	1	-1.4	-4	-4	1	-3	20	3	-7
CCNC(=O)C1CCCN(C(=O)c2ccc3c(c2)OCO3)CC1 (stereo unspecified)	0	-1	0.1	2	3	-2	-8	-1	0	2
Cc1cc(S(=O)(=O)N2CCCC(N(C)CCc3ccccn3)C2)c(C)s1 (stereo unspecified)	-4	5	-0.8	4	-9	1	-8	-10	1	-15
C#CCOCCOCCOCCNc1nc(N2CCN(C(=O)Cn3cc(CCCN=C(N)N)nn3)CC2)nc(N2CCN(C(=O)[C@H](C)n3cc(CCCN=C(N)N)nn3)CC2)n1	0	6	1.3	6	4	-5	-2	8	-1	4
O=C1C=C(c2ccccc2)CCC1	-5	1	0.6	0	2	4	-11	1	-3	0
COc1ccc(C(C(=O)NC2CCCCC2)N(Cc2cccnc2)C(=O)c2snc(C(N)=O)c2N)cc1 (stereo unspecified)	-15	-4	0.8	-1	-18	4	3	7	-15	-27
COc1cc([N+](=O)[O-])ccc1NC(=O)CN1C(=O)NC2(CCCCC2C)C1=O (stereo unspecified)	-1	3	-0.1	-1	1	-2	1	3	17	-9
CCCCOCCCNC(=O)Cc1ccccc1OC	0	1	-0.6	-3	0	-3	1	7	3	-3
COCCCN1C(=O)[C@H](CC(=O)N2CCN(C(=O)C3CC3)CC2)[C@]2(C(=O)OC)CCCCC=C12	0	-2	0.5	0	1	-2	2	.	.	1
O=C(N/N=C/C=C/c1ccc([N+](=O)[O-])cc1)C1COc2ccccc2O1 (stereo unspecified)	2	1	-0.2	-3	-6	-2	-1	-9	-3	-4
CCO/C=N/Nc1nc(C(F)(F)F)nc2c1cnn2Cc1ccccc1	3	-5	0.9	5	3	1	0	-4	-1	-13
CN(C)c1ncc(S(=O)(=O)c2ccccc2)c(-c2ccc(Cl)cc2Cl)n1	2	10	-0.6	-1	-4	0	4	-6	-15	-11
COCCN1CCN(C(=O)c2ccc3oc(CCc4ccccc4)nc3c2)CC1	-3	9	0.2	1	0	-1	13	-5	-6	-9
CN(Cc1nc(-c2cnccn2)no1)Cc1n[nH]c2c1CCCCC2	1	-11	-0.1	3	4	-4	10	0	8	-7
Cc1cccc(OCCCC(=O)NNC(=O)c2ccncc2)c1	-3	-11	-0.7	1	0	1	-2	18	-12	-3
COCCCNC(=O)C(=O)NCC1CCCN1S(=O)(=O)c1cccs1 (stereo unspecified)	-6	5	0.2	0	-1	-1	3	-14	-5	-8
O=C(CNC(=O)c1ccc2c(c1)OCO2)NCc1cccs1	-1	-6	-0.6	5	1	6	-1	6	9	2
CCC(NC(=O)CNC(=O)CNC(=O)c1ccc(Cl)cc1Cl)c1ccc(C)cc1 (stereo unspecified)	1	4	0.9	2	-1	0	1	-5	8	-5
Cc1ccc(S(=O)(=O)NCC(=O)N(CC(=O)NCc2ccco2)Cc2cccs2)cc1	0	7	-0.6	-6	2	-7	-3	-4	14	5
COC(=O)[C@]12C[C@H](CC(=O)NCC34CC5CC(CC(C5)C3)C4)C(=O)N(Cc3ccco3)C1=C[C@H](C1CCCC1)O[C@@H]2C	6	-3	0.8	0	0	-2	-5	.	.	2
NC(=O)CC(NC(=O)Cc1ccc(Cl)cc1)c1ccc(NCCOc2ccccc2)c([N+](=O)[O-])c1 (stereo unspecified)	-3	9	0.0	0	3	3	-4	-1	7	0
COc1ccccc1NC(=O)N(C)C[C@@H]1OCc2cn(nn2)CCCC(=O)N([C@@H](C)CO)C[C@H]1C	4	3	-0.3	2	2	-3	-7	1	1	4
C/C(=N\Nc1nc(C)cc(=O)[nH]1)C1CC1	1	-2	-0.2	0	1	0	0	3	-4	1
CNS(=O)(=O)c1ccc(NC(=O)Nc2cccc(F)c2)cc1	-1	-8	-1.2	-3	1	2	-1	1	-8	2
O=S(=O)(Oc1ccccc1)c1ccc(Cl)c(Cl)c1	-3	-3	0.1	1	2	-3	2	3	-13	-4
CCCCOP(=O)(c1ccc(N(C)C)cc1)C(O)c1cccnc1 (stereo unspecified)	0	-6	0.1	-1	-1	0	1	2	-15	0
